# RAD52 anneal inh: inhibitors of human RAD52 DNA annealing | AID 651710 | hit rate 0.46% among 360,000 | P43351 | recombinant RAD52 DNA annealing, FRET fluorescence | inhibition, % at 18.7 µM;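 active means every replicate showing at least 50% inhibition; inconclusive means mean inhibition at least 50% but not in every replicate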
# CFTR F508del cor: CFTR F508del correction in bronchial cells | activity (quench increase), % at 7.58 µM | AID 720511 | hit rate 0.36% among 350,000 | CFBE cells, YFP halide quenching; stimulated with forskolin plus potentiator P3; % fluorescence drop versus neutral controls;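 active means mean added fluorescence quench of at least 8% versus neutral control, with both replicates also reaching 8%; inconclusive means only one of the mean or replicate conditions met; inactive means mean below 8% and not both replicates reaching 8%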;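 further: cells transiently co-express mutant CFTR-F508del with the halide-sensitive YFP; corrector assay measuring rescue of mutant channel to the surface after 24 h compound exposure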
# DENV2 CPE rescue: protects cells from dengue virus 2 cytopathic effect; DENV2-infected cells, cytopathic effect rescue, plate reader; CPE inhibition, % at 9.99 µM; hit rate 1.7% among 350,000; AID 651640; in the data active means CPE inhibition above about 20%, passing the limit was not always enough; inconclusive means no clear call, values can overlap the other calls; tested in BHK-21 cells;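 further: 0% = median of neutral control wells and 100% = median of positive control wells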
# GSIS activator: GLuc luminescence reporter in INS-1E cells, primary screen for activators of glucose-dependent secretion of insulin; INS-1E GLuc reporter insulin secretion, 2-3 h; activation, % at 16.6 µM; hit rate 0.61% among 370,000; AID 743287;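 active means lowest replicate activation of at least 40%, so every replicate reaches that level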;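 further: 0% = median of neutral control wells and 100% = median of IBMX positive control wells; some compounds called inactive have numbers as strong as hits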
# RAD54 branch: blocks human RAD54 Holliday junction branch migration. Q92698. FAM/BHQ fluorescence. inhibition, % at 10.4 µM. hit rate 0.14% among 360,000;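 active means mean normalized replicate activity at least 40 and at least half of replicates scoring 40 or more; inconclusive means only one of the two criteria met; inactive means mean below 40 and under half of replicates reaching 40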;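 further: 0% = median of neutral control wells and 100% = median of positive control wells; inhibitors cause a drop in the FAM fluorescence signal; in these data hits start at about 50%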
# Target sequence (Q92698 whole entry, looked up): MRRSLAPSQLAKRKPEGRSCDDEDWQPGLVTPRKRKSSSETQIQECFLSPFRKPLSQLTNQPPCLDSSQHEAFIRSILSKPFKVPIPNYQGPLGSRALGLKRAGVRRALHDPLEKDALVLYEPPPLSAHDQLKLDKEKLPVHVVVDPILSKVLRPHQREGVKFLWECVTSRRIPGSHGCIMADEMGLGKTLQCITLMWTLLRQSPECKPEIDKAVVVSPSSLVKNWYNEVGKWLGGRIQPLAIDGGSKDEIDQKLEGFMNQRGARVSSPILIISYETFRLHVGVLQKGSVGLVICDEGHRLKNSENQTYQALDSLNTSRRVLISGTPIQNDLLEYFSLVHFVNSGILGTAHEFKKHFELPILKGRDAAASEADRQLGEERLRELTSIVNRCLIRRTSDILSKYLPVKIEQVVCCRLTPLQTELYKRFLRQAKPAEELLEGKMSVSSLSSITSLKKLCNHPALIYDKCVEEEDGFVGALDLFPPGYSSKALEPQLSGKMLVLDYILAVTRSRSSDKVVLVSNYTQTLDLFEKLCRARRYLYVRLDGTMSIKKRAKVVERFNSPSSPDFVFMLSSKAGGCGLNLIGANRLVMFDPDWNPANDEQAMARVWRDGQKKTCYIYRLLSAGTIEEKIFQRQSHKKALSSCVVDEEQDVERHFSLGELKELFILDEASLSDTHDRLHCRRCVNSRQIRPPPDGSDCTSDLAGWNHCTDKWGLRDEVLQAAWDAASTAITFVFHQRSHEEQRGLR
# E-selectin induc: induces E-selectin expression in human endothelial cells | activation, % at 7.58 µM | hit rate 0.37% among 260,000 | P16581 | HUVEC E-selectin immunofluorescence imaging; normalized: neutral wells 0, TNF-alpha wells 100;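 active means mean E-selectin-positive cell signal at least 10% of the positive control, reached in at least 60% of replicates, without over 20% cell loss; inconclusive means no rule given, readout overlaps actives, possibly toxicity-flagged; inactive means the rest, including those meeting only one limit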;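 further: in these data hits start at about 27%; measured in HUVEC primary endothelial cells; signal is the percent of cells scored E-selectin positive by PE staining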
#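 Test system: HUVEC; input: 3,000 HUVEC/well; measured by: immunofluorescence imaging; read-out: % PE-positive cells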
# Xi reactivation: activators of X-chromosome reactivation in mouse fibroblasts. XiGFP mouse fibroblasts, % GFP-positive cells imaging, 3 d; cells co-treated with 5-aza-dC sensitizer; scaled so ellipticine positive control = 100%. activation, % at 7.58 µM. hit rate 0.055% among 360,000;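 active means mean normalized replicate activation at least 10% and every replicate at or above 10%; inconclusive means only one of the two criteria met; inactive means mean below 10% and not all replicates reach 10%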;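 further: 0% = median of on-plate neutral control wells and 100% = ellipticine 6 µM median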
#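 material = 68-5-11 XiGFP fibroblast line | medium = DMEM plus 5-aza-dC sensitizer | schedule = 3 days compound exposure | benchmarks = positive control ellipticine, 6 µM final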
# Casp6 inh: blocks human caspase-6 cleavage activity | P55212 | purified caspase-6, Z-VEID-R110 cleavage fluorescence | inhibition, % at 12.5 µM | hit rate 0.53% among 350,000;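 active means mean inhibition across replicates at least about 35%, with every replicate also reaching that limit, limit read from the data; inconclusive means only one of the two criteria met; inactive means neither criterion met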;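 further: 0% = median of neutral control wells and 100% = no fluorescence left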
# Target sequence (P55212 24-179 limits assumed): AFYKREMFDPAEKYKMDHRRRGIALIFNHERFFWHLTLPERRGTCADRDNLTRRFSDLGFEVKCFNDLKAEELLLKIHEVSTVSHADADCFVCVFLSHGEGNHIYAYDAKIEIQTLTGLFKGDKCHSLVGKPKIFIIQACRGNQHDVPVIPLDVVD
# Target sequence (P55212 194-293 limits assumed): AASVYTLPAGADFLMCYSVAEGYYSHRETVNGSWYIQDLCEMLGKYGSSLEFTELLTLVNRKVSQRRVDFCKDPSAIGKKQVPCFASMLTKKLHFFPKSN
# An asterisk follows results filed as active; ? = inconclusive; · = not tested or not shown.
SMILES,RAD52 anneal inh,CFTR F508del cor,DENV2 CPE rescue,GSIS activator,RAD54 branch,E-selectin induc,Xi reactivation,Casp6 inh
CCS(=O)(=O)N1Cc2ccccc2CC1C(=O)Nc1ncc(C)s1 (centres undefined),-19,1.2,-2,-4,·,·,0.0,1
COCC(=O)N1C[C@H](C)[C@@H](OC)CN(C)C(=O)c2cc(NC(=O)NC(C)C)ccc2OC[C@H]1C,2,-1.1,6,9,-8,-0.3,0.3,-3
Cc1cccc(C(=O)OCC(=O)NC(C)C2CC3CCC2C3)c1O (centres undefined),0,26*,0,-23,-10,-1.1,-0.2,-2
CC(C)(C)c1ccc(C(=O)CCC(=O)NCc2ccccc2)cc1,-29,-0.4,-1,-11,4,·,0.0,-2
O=C(C[C@@H]1CC[C@@H]2[C@H](COC[C@H](O)CN2S(=O)(=O)c2cccc(F)c2)O1)NCc1ccc2c(c1)OCO2,5,-0.8,1,-8,-2,-0.1,0.3,2
CCNC(=O)C[C@H]1C=C[C@H](NC(=O)C2CCC2)[C@H](CO)O1,16,-2.2,3,17,3,-0.5,-0.4,-9
COc1cc(OC)cc(/C(N)=N/O)c1,-5,-0.4,-4,1,·,1.7,0.3,0
Cc1ncc(CO)c(/C=N/NC(=S)Nc2ccc(Cl)c(Cl)c2)c1O,-3,2.8,-3,-54,·,·,0.1,5
O=C(CSc1nnnn1C1CC2C=CC1C2)Nc1ccc(C(=O)O)cc1 (centres undefined),-11,4.0,-13,10,·,1.6,-0.1,15
O=C(NC(=S)NCc1ccco1)c1ccc([N+](=O)[O-])cc1,-9,-0.8,1,-15,·,-0.1,0.2,2
CC1CN(c2ccccc2)c2nc3c(c(=O)[nH]c(=O)n3C)n2C1 (centres undefined),-8,-0.9,5,7,13,·,-0.1,-2
CCCN1CCN(CC(O)COC(c2ccc(OC)cc2)c2ccc(OC)cc2)CC1 (centres undefined),-4,-0.4,-8,-4,3,·,0.0,-6
CO[C@H]1CN(C)C(=O)c2cc(NC(=O)c3nc4ccccc4s3)ccc2OC[C@H](C)NC[C@H]1C,-2,-3.8,16,7,13,-0.2,0.3,-2
O=C(c1ccccc1)N1CC[C@@H]2[C@H](CO)Nc3ccc(C#Cc4ccccc4F)cc3[C@@H]21,-3,-2.5,7,8,10,0.6,0.0,0
CO[C@@H]1CN(C)C(=O)c2ccc(NC(=O)Nc3ccccc3F)cc2OC[C@@H](C)N(Cc2ccccc2C(=O)O)C[C@H]1C,3,-1.6,-6,-11,-1,2.0,-0.2,2
O[C@H]1CN(Cc2cccs2)[C@@H](c2ccccc2)C[C@@H]1n1cc(-c2ccc(F)cc2)nn1,-61,-0.8,19,-6,-10,-0.1,0.1,-1
O=C(CN1C(=O)C2C3c4ccccc4C(c4ccccc43)C2C1=O)Nc1ccccc1C(=O)O (centres undefined),-11,·,2,0,11,·,-0.1,-3
CCOC(=O)N(C)c1c(CC)nc2c(OCc3ccc(F)c(F)c3)cccn12,-8,-0.4,-9,-22,11,-1.1,0.0,0
O=C(C[C@@H]1CC[C@H]2[C@@H](COC[C@@H](O)CN2C(=O)Nc2ccccc2)O1)NCCCN1CCOCC1,3,-0.7,1,12,4,0.1,-0.1,-4
CCc1nc2c(OCc3ccc(C(F)(F)F)cc3)cccn2c1N(C)C(=O)CC(C)C,-15,-1.6,?,-25,-5,-0.3,0.0,5

# Among those listed so far, 3 contain a COOH group:
SMILES,RAD52 anneal inh,CFTR F508del cor,DENV2 CPE rescue,GSIS activator,RAD54 branch,E-selectin induc,Xi reactivation,Casp6 inh
O=C(CSc1nnnn1C1CC2C=CC1C2)Nc1ccc(C(=O)O)cc1 (centres undefined),-11,4.0,-13,10,·,1.6,-0.1,15
CO[C@@H]1CN(C)C(=O)c2ccc(NC(=O)Nc3ccccc3F)cc2OC[C@@H](C)N(Cc2ccccc2C(=O)O)C[C@H]1C,3,-1.6,-6,-11,-1,2.0,-0.2,2
O=C(CN1C(=O)C2C3c4ccccc4C(c4ccccc43)C2C1=O)Nc1ccccc1C(=O)O (centres undefined),-11,·,2,0,11,·,-0.1,-3

# Later entries.
SMILES,RAD52 anneal inh,CFTR F508del cor,DENV2 CPE rescue,GSIS activator,RAD54 branch,E-selectin induc,Xi reactivation,Casp6 inh
CCOc1ccccc1OCCN1CCCC1,-12,-7.8,-4,2,-1,·,0.0,-59
O=c1c2ccccc2nc(/C=C/c2cc(Br)ccc2O)n1CCO,-12,-0.1,-3,-10,6,-0.1,0.0,3
COCCn1nnnc1CN1CCN2CCCC2C1 (centres undefined),-1,-1.6,8,1,-20,·,·,-11
C[C@@H]1CN([C@H](C)CO)S(=O)(=O)c2ccc(C#CC3CC3)cc2O[C@H]1CN(C)C(=O)c1ccccc1,9,-1.6,-6,-15,15,0.6,-1.4,1
Cc1ccc(S(=O)(=O)C/N=C(/NC(=S)N(c2ccccc2)c2ccccc2)c2ccccc2)cc1,-11,-0.2,-4,-1,5,·,·,4
O=C([C@@H]1[C@@H](CO)[C@@H]2Cn3c(ccc(-c4ccccc4)c3=O)[C@H]1N2)N1CCCCC1,5,·,?,0,-1,-0.4,0.1,-3
COc1cccc(NC(=O)/C=C/c2ccc(S(=O)(=O)N3CCOCC3)cc2)c1,-31,3.3,-2,·,-1,0.2,0.1,1
CC(=O)OC1(C(C)=O)CCC2C3CC(Cl)C4=CC(=O)CCC4(C)C3CCC21C (centres undefined),-19,-3.2,-2,-33,-7,0.0,0.1,-1
CC(C)(C)[S@@](=O)N1Cc2cc(C(=O)NCc3ccccc3F)nc(-c3cccc(-c4ccncc4)c3)c2[C@H]1CCO,7,2.4,5,-61,10,0.0,0.0,4
CN1CCN(c2ccc(-c3ccnn3C(=O)Nc3ccccc3)cc2)CC1,-6,-1.9,12,-3,·,·,0.0,1
COC(=O)c1c(C(=O)OC)c2n(c1C)CCC2,-4,·,·,-5,-19,·,·,1
CC(C)(C)[S@](=O)N1Cc2cc(C(=O)N3CCCCC3)nc(-c3cccc(C4=CCCC4)c3)c2[C@@H]1CCO,-53,0.6,26*,7,·,0.8,0.0,-1
O=C(C[C@@H]1CC[C@H]2[C@@H](COC[C@H](O)CN2Cc2ccccc2F)O1)N[C@@H]1CCN(Cc2ccccc2)C1,-17,0.7,13,2,-5,0.0,0.1,1
COCCN(C(=O)CCC(=O)Nc1cc(C)on1)C(C(=O)NC1CCCC1)c1ccc(C(C)C)cc1 (centres undefined),-4,1.9,-5,-16,12,·,0.2,0
CCOc1ccc(CN(C)C(=O)[C@H](Cc2ccccc2)NC(=O)OCc2ccccc2)cc1OC,-6,-2.7,1,-18,-4,-0.1,0.3,-2
COc1cccc(CNC(=S)Nc2ccc(Cl)cc2C)c1,0,1.3,3,-13,0,·,0.0,-4
Nn1c(SCC(=O)Nc2cccc(C(F)(F)F)c2)nncc1=O,-9,-1.0,-9,-19,-2,·,0.2,-1
COc1cccc(-c2ccc3c(c2)[C@@H]2[C@@H](CCN2C(=O)C2CCC2)[C@@H](CO)N3)c1,·,-1.9,-20,12,-20,0.1,0.0,·
Cc1ccc(Cl)cc1N1CCN(C(=O)C2CCCN(S(=O)(=O)c3cnc[nH]3)C2)CC1 (centres undefined),-16,2.0,-6,-15,1,·,0.2,1
O=c1[nH]c(CN2CCN(c3ccccn3)CC2)nc2c(Br)cc(Br)cc12,-30,1.4,-5,-2,-1,4.7,0.0,1
Cc1ccccc1-n1cc(-c2ccc(Br)cc2)nc1SCC(N)=O,-4,-0.7,-5,·,-4,0.8,0.1,1
CN(C(=O)COC(=O)c1ccccc1C(=O)N1CCN(c2ccccc2)CC1)c1ccccc1,-8,3.9,-1,-1,-1,0.0,0.0,-2
COC(C(=O)C(O)C(C)O)C1Cc2cc3cc(OC4CC(OC5CC(O)C(O)C(C)O5)C(O)C(C)O4)c(C)c(O)c3c(O)c2C(=O)C1OC1CC(OC2CC(OC3CC(O)C(OC)C(C)O3)C(O)C(C)O2)C(O)C(C)O1 (centres undefined),-108,13*,-13,-5,·,-2.2,0.4,12
COc1cccc(C(C)NC(=O)Nc2cc(Cl)ccc2OC)c1 (centres undefined),-18,0.5,0,1,-15,1.9,0.8,-2
COc1ccc2c3c(n(C)c2c1)[C@H](CO)N(C(=O)CN1CCOCC1)CC31CN(Cc2ccncc2)C1,15,0.9,37*,16,·,-0.2,0.4,-5
COc1ccc(NC(=S)N(CCN(C)C)C(C)c2ccco2)cc1Cl (centres undefined),-45,·,-2,1,2,0.3,-0.3,0
COc1ccc(-n2c(COc3ccc(C)cc3)n[nH]c2=S)cc1,-9,0.0,-9,0,2,·,0.2,4
O=C(NCc1ccncn1)[C@H]1[C@H](CO)[C@H]2Cn3c(ccc(-c4ccc(F)cc4)c3=O)[C@H]2N1CC1CC1,-10,·,5,0,-4,-0.1,0.6,-1
CN(C)S(=O)(=O)c1cccc(NC(=S)N2CCc3ccccc32)c1,-113,2.3,·,-2,·,-2.7,0.3,-5
Cc1cccc(NS(=O)(=O)c2ccc(C(C)(C)C)cc2)n1,11,0.0,0,10,-4,·,0.1,-3
COc1ccccc1C(CNc1nc(C(F)(F)F)nc2ccccc12)N(C)C (centres undefined),-7,0.6,7,8,14,·,0.0,-1
CC(CCCCCCCCC(=O)O)N(CCO)C(=O)OC(C)(C)C (centres undefined),-9,-1.6,1,1,0,0.0,-0.3,2
COc1ccc(N2CCN(c3nc(C)c(C)c(=O)[nH]3)CC2)cc1,-3,-0.5,-3,-9,4,·,0.0,-4
CC(C)(C)OC(=O)C[C@H]1C/C=C\C[C@@H](CC(=O)N[C@@H](CO)Cc2ccccc2)C(=O)NC[C@H](c2ccccc2)OC1=O,-18,-0.2,58*,-4,-6,0.6,-0.3,0
Cc1ccc(S(=O)(=O)N[C@@H]2C=C[C@H](CC(=O)NCc3ccc(Cl)c(Cl)c3)O[C@H]2CO)cc1,8,-0.9,5,0,0,0.2,0.4,1
Oc1ccc(Cl)cc1Nc1nc(NCC2CCCO2)c2ccccc2n1 (centres undefined),1,2.5,-9,-3,0,-0.1,-0.1,0
CC(C)Cc1nc2ccccc2[nH]1,-17,0.1,4,5,2,-0.3,0.0,-1
COc1ccccc1NNC(=O)c1cccnc1Oc1ccccc1,-7,2.9,7,·,5,0.2,0.0,4
Cc1ccc2ccc(C)[n+](CCCS(=O)(=O)[O-])c2c1,-11,-0.4,-6,11,·,·,0.3,6
COc1ccc(Nc2cc(C(=O)NC3CCCC3)c3ccccc3n2)c(OC)c1,-3,0.2,-1,-11,5,0.1,-0.1,2
CNC[C@H]1OCCCC[C@H](C)Oc2ccc(NS(=O)(=O)c3ccc(OC)cc3)cc2C(=O)N([C@@H](C)CO)C[C@@H]1C,-72,-0.6,-14,23,-1,0.2,0.1,-1
O=C(OCCOc1ccccc1Cl)c1cc(S(=O)(=O)N2CCCCC2)ccc1N1CCOCC1,-15,7.0,4,·,-3,-0.1,0.0,-3
COc1ccc(CC(=O)NCC(=O)NC(Cc2ccccc2)C(=O)O)cc1 (centres undefined),-14,-1.3,-3,-2,1,·,0.4,3
COc1cc(C(=O)N2CCN(C3CCC(C)CC3)CC2)cc(OC)c1OC (centres undefined),-7,·,1,·,8,·,-0.1,13
O=c1cc(SCc2ccc(Cl)cc2Cl)nc[nH]1,-3,-3.5,-6,30,9,0.0,0.4,-4

# Rows were taken by chance; any-hit rate near 3.7%.
